PLK1 PBD inh: PLK1 (human) polo-box domain binding inhibition. Plk1 PBD binding of FITC phosphopeptide, fluorescence polarization. Potency, µM, without a hit: max response, negative = inhibition, most hits filed as inhibitors. hit rate 2.8% among 360,000. AID 720504; note: potency is the fitted concentration of half-maximal effect; series mostly up to about 57 µM; % is set by controls: 0 for no effect and ±100 for the full control effect; nearly all actives have a fitted effect of over 65% in size
Target sequence (P53350 whole entry, looked up, the tested form may be a part): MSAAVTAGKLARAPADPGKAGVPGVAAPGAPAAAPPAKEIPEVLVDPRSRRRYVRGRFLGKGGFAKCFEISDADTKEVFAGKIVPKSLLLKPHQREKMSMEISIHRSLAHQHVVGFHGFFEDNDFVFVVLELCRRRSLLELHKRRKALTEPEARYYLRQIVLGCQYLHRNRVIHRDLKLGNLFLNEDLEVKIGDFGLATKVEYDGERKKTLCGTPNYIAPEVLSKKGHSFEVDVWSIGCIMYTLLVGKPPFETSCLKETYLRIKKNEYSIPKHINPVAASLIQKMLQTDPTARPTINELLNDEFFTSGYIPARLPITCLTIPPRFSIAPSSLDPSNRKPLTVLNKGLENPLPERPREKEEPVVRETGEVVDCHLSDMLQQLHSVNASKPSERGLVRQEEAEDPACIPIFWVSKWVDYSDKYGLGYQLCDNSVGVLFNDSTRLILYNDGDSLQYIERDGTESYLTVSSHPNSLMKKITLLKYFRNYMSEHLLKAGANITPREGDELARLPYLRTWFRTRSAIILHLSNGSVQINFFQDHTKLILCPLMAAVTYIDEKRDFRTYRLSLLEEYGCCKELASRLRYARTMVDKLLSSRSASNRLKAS
WRN helicase inh: inhibitors of human WRN helicase; Q14191; WRN helicase unwinding, fluorescent forked duplex, kinetic; Potency, µM (doses to about 114 µM), without a hit: at the highest dose activity change, negative = inhibition, usual class: inhibitors; hit rate 0.46% among 360,000; note: potency is the fitted concentration of half-maximal effect; % is set by controls: 0 for no effect and ±100 for the full control effect; nearly all actives have a fitted effect of over 55% in size
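Fluorescence dequenching readout, ex 525 nm/em 598 nm, kinetic mode: forked duplex DNA (100 nM final) with adjacent fluorophore and quencher unwound by WRN (20 nM final) with 2 mM ATP. Compound preincubation 15 min, room temperature.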
aSyn rescue: inhibitors of alpha-synuclein toxicity in yeast; AID 652106; Potency, µM (doses to about 46.1 µM), for the others: at the highest dose growth rescue (activation), actives largely listed as activators; hit rate 0.14% among 370,000; Yeast expressing alpha-synuclein, growth rescue, BacTiter-Glo, 24 h; note: potency is the fitted concentration of half-maximal effect; % of control where 0% means no effect; nearly all actives have a fitted effect of over 65% in size
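Rescue of yeast growth: cells expressing toxic alpha-synuclein, induced in galactose at OD600 0.02, incubated with compound 24 h at 30 C. ATP luminescence quantified growth; inhibitors of toxicity appear as activators.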
Abeta rescue: restores growth of yeast expressing A-beta42 peptide. yeast expressing A-beta42, growth rescue, OD600, 48 h; response scale: 0% DMSO, 100% iron-clioquinol control. Potency, µM (doses to about 46.1 µM), inactives show at the highest dose growth rescue, hits mostly activators. hit rate 0.063% among 410,000. AID 1347071; note: potency is the fitted concentration of half-maximal effect; nearly all actives have a fitted effect of over 55% in size
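Yeast growth medium received pinned compounds, then yeast cells expressing toxic A-beta were added; plates incubated at 30 C for 48 hr. Growth read as absorbance at 600 nm, normalized to DMSO and equimolar FeCl3 plus clioquinol controls.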
EPAC1 antag: blocks human EPAC1 exchange factor | EPAC1 GEF assay, Rap1b-BODIPY-GDP exchange fluorescence | Potency, µM (titrated, usually from 115 µM), without a hit: at the top dose activity change, negative = inhibition, usual class: inhibitors | hit rate 0.14% among 360,000 | AID 720709;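 note: potency is the fitted concentration of half-maximal effect; plate controls were vehicle for no effect and positive control for full effect; nearly all actives have a fitted effect of over 50% in size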
EPAC1 agonist: agonists of human EPAC1; Potency, µM (series often up to 154 µM), inactives show at the highest dose activation, actives largely listed as activators; O95398; EPAC1 agonist qHTS, biochemical assay; response scale: 100% = response to 6.5 mM cAMP; hit rate 0.073% among 360,000; note: potency is the fitted concentration of half-maximal effect; nearly all actives have a fitted effect of over 60% in size
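Fluorescent GDP-exchange assay: 100 nM EPAC1 with 250 nM Rap1B preloaded with BODIPY-GDP and 50 uM GDP; compounds tested as concentration series, 5 min at room temperature, then read every 5 min for 30 min (ex 480/em 540 nm); normalized to 6.5 mM cAMP.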
IL-2 act: activators of IL-2; activation, % (series mostly up to about 46 µM); hit rate 0.065% among 360,000; IL-2 activation reporter assay, cell-based qHTS; stimulated with anti-CD3/CD4/CD28 beads; in transgenic mouse T cells; AID 652025; in the data active = activation above about 50%; inconclusive = mostly about 30% to 49%; note: 0% is about no effect
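Unstimulated transgenic mouse T cells; 60-min compound exposure; bead-based TCR/CD4/CD28 stimulation; 18 h culture, 37 degrees C; dual fluorescence (EGFP, DsRed) plate cytometry.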
FUS suppressor: suppressors of FUS proteinopathy in yeast. S. cerevisiae FUS-expressing, growth rescue, OD600, 24 h. Potency, µM (top dose mostly 76.6 µM), inactives show at the highest dose growth rescue (activation), actives largely listed as activators. hit rate 0.24% among 390,000. AID 1347120;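 note: potency is the fitted concentration of half-maximal effect; plate controls were DMSO vehicle for no effect and reference control for full effect; nearly all actives have a fitted effect of over 55% in size; some results filed as inactive show a strong effect at the top dose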
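Cultures pregrown in 2.5% raffinose medium are shifted to minimal medium containing 2% galactose to express toxic FUS. Compounds are tested at several concentrations. After 24hr at 30C, growth is quantified at 600 nm absorbance.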
PI5P4K alpha inh: inhibitors of human PI5P4K alpha. P48426. max response, %. PI5P4Kalpha enzyme, ADP-Glo luminescence, 60 min; active compounds read low. hit rate 1.2% among 330,000; active = max response of -50% or lower; inconclusive = between -30% and -50%; inactive = -30% or higher; note: value at the top dose of about 77 µM; % is set by controls: 0 for no effect and ±100 for the full control effect
Target sequence (P48426 whole entry, looked up): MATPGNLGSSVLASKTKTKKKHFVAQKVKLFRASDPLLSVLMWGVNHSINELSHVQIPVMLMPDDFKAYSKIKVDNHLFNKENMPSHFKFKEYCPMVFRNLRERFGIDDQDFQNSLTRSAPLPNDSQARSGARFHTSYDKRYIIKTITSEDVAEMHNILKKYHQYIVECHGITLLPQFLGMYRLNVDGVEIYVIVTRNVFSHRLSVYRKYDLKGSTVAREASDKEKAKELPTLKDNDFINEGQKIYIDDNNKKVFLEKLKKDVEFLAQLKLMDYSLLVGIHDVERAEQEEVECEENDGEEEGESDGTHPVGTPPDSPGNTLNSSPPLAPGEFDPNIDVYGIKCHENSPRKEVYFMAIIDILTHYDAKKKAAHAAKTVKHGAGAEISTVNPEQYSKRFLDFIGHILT
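Luminescence from ADP-Glo served as readout of PI5P4Kalpha activity in a qHTS format. Reaction: enzyme, substrate, compound, ATP at 5 microM final, 60 min at RT.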
Starred values were filed as active, the others as inactive; u = inconclusive; x = no result given; [ ] = remark or other dose. Unless noted, calls come from the whole dose curve; as a rule, active = well fitted curve in the direction sought with a large enough effect; inconclusive = small, poorly fitted or top-dose-only effect, or another doubt; inactive = no such curve, though single readings can be large; an effect the other way counts as inactive or inconclusive.

SMILES	PLK1 PBD inh	WRN helicase inh	aSyn rescue	Abeta rescue	EPAC1 antag	EPAC1 agonist	IL-2 act	FUS suppressor	PI5P4K alpha inh
CCn1c(N2CCN(S(=O)(=O)c3ccc(Cl)cc3)CC2)nc2ccccc21	-8%	5%	16%	-36%[inhibitor]	-20%	-2%	-5.5	2%	-2
CC(C)c1ccc(CNC(=O)C(=O)Nc2nccs2)cc1	-6%	-23%[57.1 µM]	-4%	1%	-11%	8%	-2.2	-4%	-10
Cc1cc(=O)c2cc(Br)ccc2[nH]1	0%	3%	-6%	-1%	6%	-2%	2.3	14%	x
Nn1c(SCc2ccccc2)nnc1-c1ccccn1	0%	3%	x	4%	-12%	3%	0.8	-11%	0
CCOCCCn1c(=S)[nH]c2cc(C(=O)NCCCN(CC)CC)ccc2c1=O	-6%	1%[57.1 µM]	0%	7%	-13%	15%	-0.5	9%	2
CCc1ccc(S(=O)(=O)NC2CCCCNC2=O)cc1 (stereo not given)	1%	2%	-5%	3%	-1%	0%	2.0	-36%	6
COc1cc(C(=O)OCC(=O)NCCN2C(=O)CSC2=O)ccc1OCc1c(C)noc1C	2%	11%	2%	-2%	-1%	-3%	-1.1	2%	6
O=C1C(Cc2ccccc2)Nc2ncnc(N3CCN(c4ccccc4)CC3)c2N1Cc1ccc(Cl)cc1 (stereo not given)	-8%	-8%	8%	18%	-8%	7%	-0.1	u	9
CC(=O)Nc1sc(N/N=C/c2ccccc2F)nc1-c1ccc(C)cc1	0%	0%	-2%	33%	-4%	3%	-0.3	34%	-10
Cc1ccccc1CN1CCN(CC(=O)NCCCN2CCN(c3ccc(F)cc3)CC2)C1=O	-6%	1%	7%	6%	-10%	4%	0.0	-15%	8
CCCCN(C=O)c1c(CC)nc2c(OCc3cccc(Cl)c3)cccn12	2%	-3%	0%	-3%	-9%	-10%	-0.6	-4%	1
CCn1nc(C)cc1C(=O)N1CCCC(Nc2ccc(F)c(F)c2)C1 (stereo not given)	0%	-2%	7%	6%	-6%	-10%	-1.9	7%	10
Cc1ccc(NC(=O)CSc2ccccc2NC(=O)c2cccc(Cl)c2)cc1Cl	-2%	-26%	-3%	1%	4%	3%	13	x	-10
Cc1ccc(CNC(=O)CCS(=O)(=O)c2cc(Br)cc3c2N(C(=O)C2CC2)CC3)o1	-20%	-17%	-7%	-8%	-7%	3%	0.1	10%	-17
COC(=O)c1c(-c2cccs2)csc1NC(=O)CN1CCOCC1	-5%	-1%	3%	-17%	-20%	0%	0.6	22%	2
O=c1c2ccccc2ncn1Cc1ccc2c(c1)OCO2	-5%	-1%	9%	18%	-3%	2%	-2.5	-17%	-2
Cn1c(SCC(=O)NCc2ccc(F)cc2)ncc(C(=O)Nc2ccccc2)c1=O	-17%	-31%	3%	-10%	-3%	-7%	2.5	4%	-2
CSc1ncccc1C(=O)Nc1nc2ccc(Oc3ccccc3)cc2s1	-4%	2%	10%	-11%	-5%	-3%	-0.2	27%	23
CCN(CC)C(=O)CSc1nnc2cc(C)c3ccccc3n12	2%	-6%	0%	-3%	7%	-10%	0.6	-45%	9
c1ccc2c(SCc3cn4cccnc4n3)ncnc2c1	-5%	-2%	1%	6%	13%	-4%	-0.5	17%	0
O=C(CNC(=O)c1ccccc1F)NCc1cccnc1	2%	-11%	6%	-1%	3%	-6%	-2.7	-12%	5
O=C(Nc1ccc2cn[nH]c2c1)c1ccccc1F	-1%	3%	1%	-11%	2%	5%	-0.4	x	-5
O=C(COC(=O)C1CC2C=CC1C2)Nc1ccc([N+](=O)[O-])cc1 (stereo not given)	-5%	4%	12%	u	-10%	-9%	-0.3	5%	1
CSC1=NC(C)(C)C=C(/C=C/c2c(Cl)cccc2Cl)N1	-23%	-6%	-1%	-5%	-4%	-2%	2.0	-1%	-1
c1ccc2c(c1)Cn1nnnc1-2	-12%	-2%	-1%	-2%	-6%	5%	1.8	11%	x
New compounds follow:
SMILES	PLK1 PBD inh	WRN helicase inh	aSyn rescue	Abeta rescue	EPAC1 antag	EPAC1 agonist	IL-2 act	FUS suppressor	PI5P4K alpha inh
Cc1cc(-c2nnc(CSc3nnc(NC(=O)c4ccc(C(C)(C)C)cc4)s3)o2)ccc1[N+](=O)[O-]	-3%	-4%	0%	-1%	-10%	0%	-2.9	6%	-5
COc1ccc(Cc2noc(CN(C)CC3(N4CCOCC4)CCCCC3)n2)cc1OC	-12%	0%	-2%	24%	-2%	-5%	-0.5	11%	-9
CCCCc1cc(=O)oc2cc(OCC(=O)N3CCc4ccccc43)ccc12	-20%	-11%	-1%	-16%	0%	-2%	-0.5	2%	7
O=C(COC(=O)c1ccccc1Br)Nc1ccccc1F	-6%	-2%	-2%	18%	6%	-2%	2.0	19%	0
Nc1nonc1-n1nnc(C(=O)N/N=C/c2ccc(Cl)cc2Cl)c1CN1CCCCC1	0%	5%	-2%	0%	2%	1%	-0.5	18%	4
COc1cccc(CNCc2ccccn2)c1OC	-6%	-1%[57.1 µM]	-3%	-11%	14%	3%	-0.8	-4%	x
COc1ccc(-n2ncc3c(NCc4ccc5c(c4)OCO5)ncnc32)cc1	1%	2%	-1%	4%	-2%	7%	-1.0	8%	x
CCC(C)(C)c1nnc(NC(=O)C2CCN(C(=O)c3ccco3)CC2)s1	2.4µM*	u	-38%[inhibitor]	-92%[inhibitor]	6%	4%	-0.7	23%	u
COC(=O)[C@@H](NC(=O)/C=C/c1ccc(OC)cc1)C(C)C	4%	-2%	4%	-2%	-7%	-2%	-1.1	-23%	4
Cc1ccc(C)c(NC(=S)NCC(c2cccnc2)N2CCOCC2)c1 (stereo not given)	2%	-5%	-8%	8%	16%	2%	2.6	11%	8
C=CCOc1ccc(CNC(C)(C)C)cc1OC	-8%	5%	-4%	-1%	0%	3%	2.0	-24%	8
Cc1cc(C)n2c(Nc3ccc4c(c3)OCCO4)c(-c3ccc(C)o3)nc2n1	0%	4%	1%	-11%	-3%	-6%	-2.5	10%	-4
COc1ccc(S(=O)(=O)NC2CC(C)(C)NC(C)(C)C2)cc1C(C)C	-6%	1%	0%	1%	-35%	10%	-1.7	6%	9
CCn1cc(C(=O)O)c(=O)c2cnc(N3CCN(C(=S)Nc4ccc(F)cc4)CC3)nc21	-6%	-14%	0%	-1%	-8%	5%	-2.8	-1%	-1
CC(C)(C)NC(=O)C1CCC(C)(C(=O)O)C1(C)C (stereo not given)	-8%	-2%	3%	22%	-5%	2%	-3.4	22%	x
CN(CC(=O)Nc1ccc(F)cc1)C(=O)c1ccc(-c2ccc(F)cc2)o1	-4%	3%	9%	-8%	-2%	-7%	-2.8	-5%	2
COc1ccc(-c2nc(CCl)cs2)cc1OC	u	-15%	5%	-17%	-14%	3%	-3.6	14%	-24
Cc1ccc(Cl)cc1NC(=O)COC(=O)CC1CCCCC1	8%	-8%	4%	u	-9%	10%	-0.5	6%	16
CCN1CC(CN(C)Cc2cn(-c3ccc(C)cc3)nc2-c2cccc(C)c2)CC1=O (stereo not given)	-15%	-9%	-3%	7%	-19%	-10%	-4.7	17%	26
Cc1cc(-c2ccco2)n(CC(=O)O)n1	u	-1%	-8%	-4%	15%	3%	-0.1	3%	x
CC(=O)c1cccc(NC(=O)c2cccc(S(=O)(=O)N3CCOCC3)c2)c1	-2%	1%	0%	-12%	-6%	-7%	0.6	7%	4
COc1ccc(C(=O)Nc2cccc(OC)c2)cc1	-25%	-1%	-11%	2%	-10%	-2%	9.1	30%	x
Nc1c(C(=O)N2CCOCC2)sc2nc(N3CCOCC3)c3c(c12)CCCC3	27µM*	-12%	6%	15%	-5%	14%	-0.8	27%	-22
CCOc1c(C)cnc2c1c(=O)n(Cc1ccccc1F)c(=O)n2C	-8%	1%[57.1 µM]	-9%	-22%	9%	2%	-0.5	19%	7
O=C(NC1CCCc2ccccc21)C(Cc1ccccc1)NS(=O)(=O)c1cccs1 (stereo not given)	-1%	-20%[57.1 µM]	7%	24%	-9%	5%	1.6	16%	5

Two compounds picked at random from those above, as already listed:
SMILES	PLK1 PBD inh	WRN helicase inh	aSyn rescue	Abeta rescue	EPAC1 antag	EPAC1 agonist	IL-2 act	FUS suppressor	PI5P4K alpha inh
Cc1cc(-c2nnc(CSc3nnc(NC(=O)c4ccc(C(C)(C)C)cc4)s3)o2)ccc1[N+](=O)[O-]	-3%	-4%	0%	-1%	-10%	0%	-2.9	6%	-5
Cc1cc(-c2ccco2)n(CC(=O)O)n1	u	-1%	-8%	-4%	15%	3%	-0.1	3%	x

(further entries)
SMILES	PLK1 PBD inh	WRN helicase inh	aSyn rescue	Abeta rescue	EPAC1 antag	EPAC1 agonist	IL-2 act	FUS suppressor	PI5P4K alpha inh
CCOc1cc(C(=O)Nc2ccc(F)cc2)cc(Br)c1OC	-12%	-5%	8%	4%	-13%	9%	-4.3	-1%	17
COc1ccccc1C1=NC(c2ccc(F)cc2)N=C1C (stereo not given)	-26%	-8%	9%	-2%	u	7%	-2.8	16%	6
CCc1nc2c(OCc3ccc(C(=O)OC)cc3)cccn2c1N(C)C(=O)c1ccc(C)cc1	-7%	-7%	4%	5%	-11%	3%	-0.6	19%	-1
COc1ccc(-c2cn[nH]c2N)cc1OC	-3%	-17%	3%	-10%	-4%	-4%	1.9	-40%	7
CC1=NNC(=O)C1CC(=O)N/N=C/c1sccc1C (stereo not given)	-6%	-5%	1%	-22%	-23%	-2%	-2.2	8%	-4
Cc1ccc(C2/C=C\CC(NC(=O)OCC3c4ccccc4-c4ccccc43)CC(=O)N2Cc2ccccc2)cc1 (stereo not given)	-6%	-7%	0%	-4%	6%	-6%	-0.9	34%	-9
Cc1oc2c(C)c(O)ccc2c(=O)c1-c1cnn(-c2ccccc2)c1	-5%	6%	-4%	-13%	-1%	-7%	-2.0	u	0
CC(=O)c1cc(CN2CCC(n3nccc3NC(=O)c3ccccc3Cl)CC2)cs1	-3%	-27%	-5%	9%	-16%	0%	4.6	x	-11
COc1ccc(CCNC(=O)Cn2nnc3ccccc3c2=O)cc1	-12%	-32%[57.1 µM]	-2%	2%	-22%	12%	-3.3	-1%	-4
CC(=O)N1N=C(c2ccc(Cl)cc2)OC12CCCC2	-4%	-3%	0%	5%	-9%	3%	-0.3	-3%	-4

Compound activity (PubChem BioAssay)
